PAFAH1B2 inh: inhibitors of human PAFAH1B2; P68402; recombinant PAFAH1B2, FP-rhodamine activity probe, fluorescence polarization; inhibition, % at 3.39 µM; 1.2% of 340,000 active;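 active = inhibition above the mean of all tested compounds plus 3 SD, cut at about 24% in these data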;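 note: 0% = enzyme with DMSO and 100% = wells lacking PAFAH1B2; many of its hits are not listed in these tables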
PME-1 inh: PME-1 (human) inhibition; Q9Y570; recombinant PME-1, FP-Rh probe fluorescence polarization; inhibition, % at 5.9 µM; 0.53% of 320,000 active;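 active = inhibition above the campaign mean of all compounds plus 3 SD, cut at about 26% in these data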;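 note: competitive labeling of PME-1 active site by serine hydrolase directed probe; 0% = PME-1 with DMSO and 100% = wells lacking PME-1 enzyme; inhibitors block probe labeling so polarization falls and inhibition rises; many of its hits are not listed in these tables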
PAFAH2 FP inh: inhibitors of human PAFAH2 | Q99487 | recombinant PAFAH2, FP-rhodamine activity probe, fluorescence polarization | inhibition, % at 3.39 µM | 0.99% of 340,000 active;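 active = inhibition above the mean over all tested compounds plus 3 SD, cut at about 30% in these data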;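 note: inhibitors block probe labeling of enzyme so polarization drops; 0% = enzyme with DMSO and 100% = wells lacking PAFAH2 protein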
GSTO1 inh: blocks human GSTO1 in RBBP9 counter-screen. inhibition, % at 5.96 µM. P78417. recombinant GSTO1, activity-based probe fluorescence polarization. 1.1% of 300,000 active;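 active = inhibition above the campaign mean inhibition plus 3 SD, cut at about 35% in these data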;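 note: 0% = GSTO1-1 with DMSO and 100% = wells lacking GSTO1-1 enzyme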
PAFAH1B3 FP inh: blocks human PAF acetylhydrolase 1B catalytic subunit 3. Q15102. recombinant PAFAH1B3, FP-rhodamine probe, fluorescence polarization. inhibition, % at 3.39 µM. 0.28% of 340,000 active. AID 492972;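 active = inhibition above the screen-wide average of all tested compounds plus 3 SD, cut at about 25% in these data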;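 note: 0% = enzyme with DMSO only and 100% = wells lacking PAFAH1B3 protein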
Target sequence (Q15102 whole entry, looked up): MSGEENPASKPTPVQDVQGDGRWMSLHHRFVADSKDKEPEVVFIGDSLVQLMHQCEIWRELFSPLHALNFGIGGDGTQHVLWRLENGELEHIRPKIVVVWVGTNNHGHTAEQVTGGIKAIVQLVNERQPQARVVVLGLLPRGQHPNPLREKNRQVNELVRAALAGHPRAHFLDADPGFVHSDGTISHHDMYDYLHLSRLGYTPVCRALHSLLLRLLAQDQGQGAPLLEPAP
LYPLA1 counter: counter-screen for PME1 inhibitors: inhibitors of human LYPLA1 | O75608 | recombinant LYPLA1, FP-Rh probe fluorescence polarization | inhibition, % at 5.9 µM | 0.16% of 320,000 active;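 active = inhibition above the mean of all tested compounds plus 3 SD, set per campaign, cut at about 14% in these data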;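 note: inhibitors block serine hydrolase probe labeling of LYPLA1 so polarization falls; 0% = enzyme with DMSO and 100% = wells lacking LYPLA1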
PAD4 FP inh: inhibitors of human PAD4 | Q9UM07 | recombinant PAD4, RCA probe fluorescence polarization | inhibition, % at 6.36 µM | 0.41% of 330,000 active | AID 485272;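 active = percent inhibition above a cutoff equal to the mean of all tested compounds plus 3 SD, cut at about 15% in these data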;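 note: 0% = PAD4 with RCA probe and DMSO and 100% = probe without PAD4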
Target sequence (Q9UM07 whole entry, looked up): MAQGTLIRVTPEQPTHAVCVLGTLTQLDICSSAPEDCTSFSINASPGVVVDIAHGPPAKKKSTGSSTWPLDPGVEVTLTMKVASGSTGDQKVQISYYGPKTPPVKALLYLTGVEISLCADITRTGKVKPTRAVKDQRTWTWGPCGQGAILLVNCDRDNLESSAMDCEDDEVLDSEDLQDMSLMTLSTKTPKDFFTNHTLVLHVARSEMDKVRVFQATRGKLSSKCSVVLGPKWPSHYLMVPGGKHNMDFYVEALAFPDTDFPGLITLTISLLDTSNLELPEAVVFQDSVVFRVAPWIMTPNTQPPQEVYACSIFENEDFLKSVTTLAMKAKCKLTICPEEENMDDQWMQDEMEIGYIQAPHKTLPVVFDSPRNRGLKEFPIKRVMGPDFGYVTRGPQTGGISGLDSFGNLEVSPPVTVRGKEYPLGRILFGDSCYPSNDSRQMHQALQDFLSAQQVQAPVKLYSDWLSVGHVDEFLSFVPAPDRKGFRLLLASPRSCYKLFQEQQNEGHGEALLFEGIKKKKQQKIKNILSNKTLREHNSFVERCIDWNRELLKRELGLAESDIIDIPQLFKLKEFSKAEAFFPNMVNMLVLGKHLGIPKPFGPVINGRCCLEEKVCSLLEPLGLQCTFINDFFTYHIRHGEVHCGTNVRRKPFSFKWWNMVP
Fam108B counter: counter-screen for RBBP9 inhibitors: inhibitors of mouse Fam108B | recombinant Fam108B, FP-Rh probe fluorescence polarization | inhibition, % at 9.51 µM | 0.33% of 300,000 active;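 active = inhibition above the screen mean inhibition plus 3 SD, computed separately per campaign, cut at about 18% in these data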;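 note: inhibitors lower polarization as less probe binds the enzyme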
pPAFAH inh: pPAFAH (human) enzyme inhibition | Q13093 | recombinant pPAFAH, FP-rhodamine probe fluorescence polarization | inhibition, % at 3.39 µM | 1.5% of 330,000 active | AID 463082;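 active = inhibition above the mean inhibition across the screen plus 3 SD, cut at about 25% in these data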;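 note: inhibitors block binding of the rhodamine activity-based probe so polarization drops; 0% = enzyme with DMSO and 100% = wells lacking pPAFAH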
The depositor's hits bear a star. These rows are one share of the data; rates above refer to the full screens.

Results for CC(=O)N=C1C=CC(=CN(O)C(C)(C)Cc2ccccc2)C=C1 ?
PAFAH1B2 inh: 0; PME-1 inh: 0; PAFAH2 FP inh: 1; GSTO1 inh: 0; PAFAH1B3 FP inh: 1; LYPLA1 counter: -6; PAD4 FP inh: 0; Fam108B counter: 4; pPAFAH inh: -5

What do the screens show for `COc1ccc(NS(=O)(=O)c2cc(NC(=O)CNC(=O)c3ccc(C)s3)ccc2Cl)cc1`?
PAFAH1B2 inh: -9; PME-1 inh: 2; PAFAH2 FP inh: -36; GSTO1 inh: -5; PAFAH1B3 FP inh: -16; LYPLA1 counter: -11; PAD4 FP inh: -4; Fam108B counter: -1; pPAFAH inh: -1

How did COc1ccc(S(=O)(=O)Nc2cc(C)ccn2)cc1 do in these assays?
PAFAH1B2 inh: 3; PME-1 inh: 0; PAFAH2 FP inh: -9; GSTO1 inh: 0; PAFAH1B3 FP inh: 16; LYPLA1 counter: 5; PAD4 FP inh: -4; Fam108B counter: -1; pPAFAH inh: 6

What do the screens show for `CN(C)c1ccc(C=Nc2ccc(N(C)C)cc2)cc1`?
PAFAH1B2 inh: 6; PME-1 inh: 9; PAFAH2 FP inh: 0; GSTO1 inh: 78*; PAFAH1B3 FP inh: 5; LYPLA1 counter: -5; PAD4 FP inh: 32*; Fam108B counter: 6; pPAFAH inh: 19

Results for Nn1c(SCC(=O)Nc2nccs2)nnc1-c1cccnc1 ?
PAFAH1B2 inh: 0; PME-1 inh: -4; PAFAH2 FP inh: -8; PAFAH1B3 FP inh: 0; LYPLA1 counter: -4; PAD4 FP inh: -13; pPAFAH inh: -6

Results for CC(=O)c1c(C)[nH]c(C(=O)NCCc2cccc(C)c2)c1C ?
PAFAH1B2 inh: -2; PME-1 inh: -3; PAFAH2 FP inh: 0; GSTO1 inh: -4; PAFAH1B3 FP inh: -4; LYPLA1 counter: -27; PAD4 FP inh: 3; Fam108B counter: 1; pPAFAH inh: 9

How did COc1cccc(NC(=O)N2CCC(n3nnc4ccccc43)CC2)c1 do in these assays?
PAFAH1B2 inh: 7; PME-1 inh: -3; PAFAH2 FP inh: 2; GSTO1 inh: 7; PAFAH1B3 FP inh: 11; LYPLA1 counter: -1; PAD4 FP inh: -2; Fam108B counter: 3; pPAFAH inh: 3

Results for O=C(CC1CCS(=O)(=O)C1)NC1CCCCC1 (centres undefined) ?
PAFAH1B2 inh: 3; PME-1 inh: -1; PAFAH2 FP inh: 0; GSTO1 inh: 4; PAFAH1B3 FP inh: 8; LYPLA1 counter: 1; PAD4 FP inh: 1; Fam108B counter: -1; pPAFAH inh: 3

How did CCC(Oc1ccccc1)C(=O)N(C)CC(=O)N(CC(C)C)c1c(N)n(CC(C)C)c(=O)[nH]c1=O (centres undefined) do in these assays?
PAFAH1B2 inh: -1; PME-1 inh: -2; PAFAH2 FP inh: 0; GSTO1 inh: 8; PAFAH1B3 FP inh: 1; LYPLA1 counter: 2; PAD4 FP inh: 2; Fam108B counter: 2; pPAFAH inh: 2

What do the screens show for `COc1ccccc1N1C(=O)c2cccc3c(C(=O)O)ccc(c23)C1=O`?
PAFAH1B2 inh: 1; PME-1 inh: 6; PAFAH2 FP inh: -3; GSTO1 inh: 1; PAFAH1B3 FP inh: 4; LYPLA1 counter: -2; PAD4 FP inh: 3; Fam108B counter: 4; pPAFAH inh: 4

Results for O=C(CCN(CCO)Cc1ccccc1)Nc1ccc(Br)cc1 ?
PAFAH1B2 inh: 4; PME-1 inh: -3; PAFAH2 FP inh: -11; GSTO1 inh: 7; PAFAH1B3 FP inh: 2; LYPLA1 counter: -6; PAD4 FP inh: 1; Fam108B counter: -3; pPAFAH inh: 3

How did COCCCn1c(C)cc(C(=O)COC(=O)CCc2nc3ccccc3c(=O)[nH]2)c1C do in these assays?
PME-1 inh: 1; GSTO1 inh: 12; LYPLA1 counter: 0; PAD4 FP inh: -2; Fam108B counter: 1; pPAFAH inh: -3

Results for O=c1cc(CSc2nnc(NC3CCCCC3)s2)nc2sccn12 ?
PAFAH1B2 inh: 1; PME-1 inh: 0; PAFAH2 FP inh: 2; GSTO1 inh: -1; PAFAH1B3 FP inh: -3; LYPLA1 counter: 1; PAD4 FP inh: -6; Fam108B counter: 1; pPAFAH inh: 6

What do the screens show for `CCOC(=O)N/N=C(C)/C=C/c1ccco1`?
PAFAH1B2 inh: 0; PME-1 inh: 5; PAFAH2 FP inh: -7; GSTO1 inh: 4; PAFAH1B3 FP inh: 8; LYPLA1 counter: 3; PAD4 FP inh: 2; Fam108B counter: 6; pPAFAH inh: -1

Results for CS(=O)(=O)N1CCN(C(=O)c2ccc3c(c2)OCCO3)CC1 ?
PAFAH1B2 inh: 7; PME-1 inh: 0; PAFAH2 FP inh: -1; GSTO1 inh: -2; PAFAH1B3 FP inh: -6; LYPLA1 counter: 0; PAD4 FP inh: -4; Fam108B counter: 0; pPAFAH inh: -2

Results for O=c1cc(N2CCCCC2)c2ccccc2o1 ?
PAFAH1B2 inh: 3; PME-1 inh: 2; PAFAH2 FP inh: -2; GSTO1 inh: -8; PAFAH1B3 FP inh: 2; LYPLA1 counter: -3; PAD4 FP inh: -3; Fam108B counter: 3; pPAFAH inh: 5

What do the screens show for `CC(OC(=O)c1ccc(CN2CCCC2=O)cc1)C(=O)Nc1ccc(Cl)cc1` (centres undefined)?
PAFAH1B2 inh: 3; PME-1 inh: 0; PAFAH2 FP inh: -5; PAFAH1B3 FP inh: 3; LYPLA1 counter: 4; PAD4 FP inh: 0; pPAFAH inh: -1

Results for OCC1(CCc2ccccc2)CCN(Cc2cc(F)ccc2-n2cccn2)CC1 ?
PAFAH1B2 inh: 0; PME-1 inh: 1; PAFAH2 FP inh: -1; GSTO1 inh: -9; PAFAH1B3 FP inh: 0; LYPLA1 counter: -1; PAD4 FP inh: -2; Fam108B counter: 4; pPAFAH inh: 3

How did CCC(=O)N1CCc2cc(Br)cc(S(=O)(=O)CCC(=O)NCCOC)c21 do in these assays?
PAFAH1B2 inh: 7; PME-1 inh: -2; PAFAH2 FP inh: 4; GSTO1 inh: 2; PAFAH1B3 FP inh: -1; LYPLA1 counter: 3; PAD4 FP inh: -6; Fam108B counter: -3; pPAFAH inh: 4

What do the screens show for `Cc1cccc(-n2c(SCC(=O)c3c(N)n(C4CC4)c(=O)[nH]c3=O)nnc2N2CCOCC2)c1`?
PAFAH1B2 inh: -3; PME-1 inh: 4; PAFAH2 FP inh: 0; PAFAH1B3 FP inh: -2; LYPLA1 counter: -3; PAD4 FP inh: -2; pPAFAH inh: 3

What do the screens show for `Cn1c(=O)c2c(nc(N3CCOCC3)n2CCSc2ncccn2)n(C)c1=O`?
PAFAH1B2 inh: -1; PME-1 inh: -9; PAFAH2 FP inh: -11; GSTO1 inh: 3; PAFAH1B3 FP inh: 2; LYPLA1 counter: -2; PAD4 FP inh: 4; Fam108B counter: 0; pPAFAH inh: 3

How did Cc1ccc(/C=C/C(=O)N2CCN(c3ccc(F)cc3)CC2)o1 do in these assays?
PAFAH1B2 inh: 0; PME-1 inh: 3; PAFAH2 FP inh: 2; GSTO1 inh: 3; PAFAH1B3 FP inh: 9; LYPLA1 counter: 2; PAD4 FP inh: -1; Fam108B counter: 2; pPAFAH inh: 6

Results for Cc1ccc(S(=O)(=O)CC(=O)Nc2nnc(C(C)(C)C)s2)cc1 ?
PAFAH1B2 inh: 1; PME-1 inh: -1; PAFAH2 FP inh: 6; GSTO1 inh: 7; PAFAH1B3 FP inh: 1; LYPLA1 counter: 2; PAD4 FP inh: 4; Fam108B counter: 1; pPAFAH inh: 1

Results for COc1ccc(NC(=O)C2CCCN(S(=O)(=O)c3ccc(C)cc3)C2)cc1OC (centres undefined) ?
PAFAH1B2 inh: 6; PME-1 inh: 1; PAFAH2 FP inh: 5; GSTO1 inh: 23; PAFAH1B3 FP inh: 8; LYPLA1 counter: -2; PAD4 FP inh: -4; Fam108B counter: -2; pPAFAH inh: 6

What do the screens show for `COc1ccc(C2CC3(CC(C)(C)NC(=O)N3)Oc3cc(O)ccc32)cc1` (centres undefined)?
PAFAH1B2 inh: 0; PME-1 inh: 1; PAFAH2 FP inh: -8; GSTO1 inh: 1; PAFAH1B3 FP inh: 9; LYPLA1 counter: 1; PAD4 FP inh: 0; Fam108B counter: -1; pPAFAH inh: 4

How did O=C(O)CSc1nnc(-c2ccccc2)o1 do in these assays?
PAFAH1B2 inh: -1; PME-1 inh: 1; PAFAH2 FP inh: 8; GSTO1 inh: 5; PAFAH1B3 FP inh: 9; LYPLA1 counter: 1; PAD4 FP inh: -2; Fam108B counter: 1; pPAFAH inh: 3

How did Cc1cccc(OCCNC(=O)c2cccc(Oc3ccc(C(F)(F)F)cc3[N+](=O)[O-])c2)c1 do in these assays?
PAFAH1B2 inh: -2; PME-1 inh: -3; PAFAH2 FP inh: -8; GSTO1 inh: -1; PAFAH1B3 FP inh: 0; LYPLA1 counter: -11; PAD4 FP inh: -1; Fam108B counter: -10; pPAFAH inh: 2

What do the screens show for `CCOC(=O)c1c(C)[nH]c(C)c1C(=O)COC(=O)c1cc(OC)cc(OC)c1`?
PAFAH1B2 inh: 4; PME-1 inh: -2; PAFAH2 FP inh: -1; GSTO1 inh: 12; PAFAH1B3 FP inh: -6; LYPLA1 counter: -3; PAD4 FP inh: 1; Fam108B counter: 0; pPAFAH inh: 1

What do the screens show for `CN1C(=O)c2ccc(NC(=O)c3c(F)c(F)c(F)c(F)c3F)cc2C1=O`?
PAFAH1B2 inh: 6; PME-1 inh: 4; PAFAH2 FP inh: 2; GSTO1 inh: -5; PAFAH1B3 FP inh: -8; LYPLA1 counter: 3; PAD4 FP inh: 0; Fam108B counter: -1; pPAFAH inh: -5

What do the screens show for `CC1CN(/C(=N\S(=O)(=O)c2ccccc2)c2ccccc2)CC(C)O1` (centres undefined)?
PAFAH1B2 inh: -1; PME-1 inh: 0; PAFAH2 FP inh: -6; GSTO1 inh: 14; PAFAH1B3 FP inh: 3; LYPLA1 counter: 1; PAD4 FP inh: 5; Fam108B counter: -2; pPAFAH inh: 0

What do the screens show for `CSc1nc2ccccc2n1C(=O)NC1CCCCC1`?
PAFAH1B2 inh: 0; PME-1 inh: 0; PAFAH2 FP inh: 0; GSTO1 inh: 0; PAFAH1B3 FP inh: 5; LYPLA1 counter: 1; PAD4 FP inh: -6; Fam108B counter: 0; pPAFAH inh: -2

Results for COc1ccc(C)cc1N(C(=O)c1ccco1)C(C(=O)NC1CCCC1)c1cc(OC)c(OC)c(OC)c1 (centres undefined) ?
PAFAH1B2 inh: 6; PME-1 inh: -8; PAFAH2 FP inh: 3; GSTO1 inh: 6; PAFAH1B3 FP inh: 3; LYPLA1 counter: 2; PAD4 FP inh: 0; Fam108B counter: 2; pPAFAH inh: 1

Results for Cc1cc(C(=O)N/N=C/c2cccnc2)c2ccccc2n1 ?
PAFAH1B2 inh: 6; PME-1 inh: 2; PAFAH2 FP inh: -36; GSTO1 inh: 5; PAFAH1B3 FP inh: 4; LYPLA1 counter: 0; PAD4 FP inh: -1; Fam108B counter: 1; pPAFAH inh: 5

What do the screens show for `CCC(=O)Nc1cccc(NC(=S)NC(=O)c2ccc(Cl)cc2Cl)c1`?
PAFAH1B2 inh: 3; PME-1 inh: 4; PAFAH2 FP inh: 5; GSTO1 inh: 0; PAFAH1B3 FP inh: 1; LYPLA1 counter: -1; PAD4 FP inh: -1; Fam108B counter: -1; pPAFAH inh: 3
